Compound activity deposited in PubChem BioAssay by National Center for Advancing Translational Sciences (NCATS).
IDH1 R132H inh = qHTS for Inhibitors of mutant isocitrate dehydrogenase 1 (IDH1): qHTS; Isocitrate dehydrogenase [NADP] cytoplasmic (Homo sapiens), O75874; IDH1-R132H enzyme, NADPH consumption, diaphorase/resazurin fluorescence; Potency, µM (doses to about 76.6 µM), inactives show top-dose activity change, negative = inhibition, usual class: inhibitors; hit rate 0.093% among 390,000; further: potency means the concentration at half of the fitted maximal effect; on the % scale 0 is the no-effect control and ±100 the full control effect; nearly all actives have a fitted effect of over 65% in size
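IDH1-R132H (0.5 ug/mL) preincubated 30 min with compound, then NADPH (0.016 mM) and alpha-KG (2 mM) added; 80 min at RT, pH 7.5. Remaining NADPH coupled via diaphorase/resazurin to fluorescence (540/590 nm); concentration-response curves normalized to no-enzyme control.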
rTrxR1 inhibitor = qHTS Assay for Inhibitors of Mammalian Selenoprotein Thioredoxin Reductase 1 (TrxR1): qHTS; Thioredoxin reductase 1, cytoplasmic (Rattus norvegicus), O89049; recombinant rTrxR1, NADPH fluorescence consumption, selenite substrate; Potency, µM (titrated, usually from 114 µM), for inactives: top-dose activity change, negative = inhibition, actives largely listed as inhibitors; hit rate 1% among 390,000; further: potency means the concentration at half of the fitted maximal effect; on the % scale 0 is the no-effect control and ±100 the full control effect; nearly all actives have a fitted effect of over 65% in size
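Rat TrxR1 (90 nM in the dispensed reagent) was pre-reduced with 400 uM NADPH for 5 min at room temperature, then incubated with compound for 15 min. After 400 uM selenite was added, NADPH fluorescence (Ex 340/Em 450 nm) was followed for 8 min.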
TRHR PAM = qHTS for Small Molecule Agonists and Allosteric Enhancers of Human TRH Receptor: Primary Screen for Enhancers; TRHR cells, fluo-8 calcium fluorescence, EC20 TRH enhancement; enhancement, % at 2 µM; hit rate 0.66% among 360,000; in the data active means enhancement above about 30%; further: 0% is about no effect
Target sequence (P34981 whole entry, looked up): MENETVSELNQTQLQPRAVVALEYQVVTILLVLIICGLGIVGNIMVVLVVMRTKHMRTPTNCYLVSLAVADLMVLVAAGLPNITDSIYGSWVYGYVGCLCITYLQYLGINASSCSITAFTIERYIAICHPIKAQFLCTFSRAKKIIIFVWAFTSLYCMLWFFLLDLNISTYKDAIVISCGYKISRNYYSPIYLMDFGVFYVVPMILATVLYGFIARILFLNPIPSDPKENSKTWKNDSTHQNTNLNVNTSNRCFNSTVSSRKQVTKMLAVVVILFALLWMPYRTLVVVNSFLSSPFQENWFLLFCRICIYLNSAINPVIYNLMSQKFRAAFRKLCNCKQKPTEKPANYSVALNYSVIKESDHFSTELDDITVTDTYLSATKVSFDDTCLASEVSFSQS
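Enhancer read-out: after compound pinning and an initial kinetic agonist-mode read, an EC20 of TRH (10 nM final) was injected and fluo-8 calcium signal (Ex 480/Em 530) followed at 1 s/cycle for 100 cycles in TRHR-expressing cells.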
PI4K2A inh = qHTS for small molecular inhibitors of PI4K2A | Phosphatidylinositol 4-kinase type 2-alpha (Homo sapiens), Q9BTU6 | purified PI4K2A, ADP-Glo luminescence, 1 h; hits give low values | activity change, negative = inhibition, % at 76.9 µM | hit rate 0.13% among 420,000 | AID 1346378, 2018; in the data active means activity change below about -50%; inconclusive means mostly about -30% to -49%;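 further: -100% = wells without enzyme as full effect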
Target sequence (Q9BTU6 whole entry, looked up): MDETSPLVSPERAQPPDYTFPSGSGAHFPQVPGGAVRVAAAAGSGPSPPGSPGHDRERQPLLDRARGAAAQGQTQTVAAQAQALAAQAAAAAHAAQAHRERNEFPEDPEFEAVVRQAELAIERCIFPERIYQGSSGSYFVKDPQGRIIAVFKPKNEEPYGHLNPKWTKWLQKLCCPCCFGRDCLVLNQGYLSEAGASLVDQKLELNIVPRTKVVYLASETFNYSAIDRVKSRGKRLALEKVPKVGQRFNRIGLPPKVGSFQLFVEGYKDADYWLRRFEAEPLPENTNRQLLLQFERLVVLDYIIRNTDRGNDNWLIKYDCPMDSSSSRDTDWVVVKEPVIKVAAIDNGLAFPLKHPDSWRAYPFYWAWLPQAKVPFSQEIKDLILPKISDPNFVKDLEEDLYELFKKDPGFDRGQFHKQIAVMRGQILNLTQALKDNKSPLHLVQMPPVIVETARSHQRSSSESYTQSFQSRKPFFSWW
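In this quantitative HTS, ADP production by PI4K2A was quantified luminescently after 1 h at ambient temperature; 100 microM adenosine served as plate-quality control.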
USP1 inh = Inhibitors of USP1/UAF1: Primary Screen. Ubiquitin carboxyl-terminal hydrolase 1 (Homo sapiens), O94782. recombinant USP1/UAF1, Ub-Rhodamine cleavage fluorescence. Potency, µM (highest dose often 57.1 µM), inactives show at the highest dose activity change, negative = inhibition, actives largely listed as inhibitors. hit rate 0.23% among 390,000. AID 743255, 2014; further: potency means the concentration at half of the fitted maximal effect; on the % scale 0 is the no-effect control and ±100 the full control effect; nearly all actives have a fitted effect of over 60% in size; inactives centre near -12
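1 nM enzyme complex + cpd, 15 min RT; start with Ub-Rho 150nM final; kinetic fluorescence ex 480/em 540, 6 reads q60 s. Buffer 50mM HEPES pH 7.8, 0.5mM EDTA, 0.1 mg/ml BSA, 1mM TCEP, 0.01% Tween-20.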
D2 antagonist = HTS Assay for Allosteric Antagonists of the Human D2 Dopamine Receptor: Primary Screen for Antagonists; HEK293 TREx D2 cells, calcium flux, dopamine EC80; hit rate 2% among 340,000; D(2) dopamine receptor (Homo sapiens), P14416; AID 485344, 2010; inhibition, % at 10 µM; in the data active means inhibition above about 30%; further: 0% is about no effect
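Compounds are added to dye-loaded, induced HEK293 T-REx cells coupled to calcium release via D2; after a 3 min kinetic read an EC80 dopamine stimulus is given and fluorescence is recorded for 3 more min.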
TRHR agonist = qHTS for Small Molecule Agonists and Allosteric Enhancers of Human TRH Receptor: Primary Screen for Agonists; Thyrotropin-releasing hormone receptor (Homo sapiens), P34981; hit rate 0.18% among 360,000; TRHR cells, calcium flux fluo-8, FDSS agonist mode; activation, % at 2 µM; in the data active means activation above about 30%; further: 0% is about no effect
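Read-out: compound-evoked intracellular calcium rise in TRHR cells, fluo-8 dye, kinetic FDSS fluorescence at 1 s/cycle following a 10-cycle baseline. Cells cultured overnight before dye loading (30 min–1.5 h, RT).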
TrxR1 substrate = qHTS Assay for Substrates of Mammalian Selenoprotein Thioredoxin Reductase 1 (TrxR1): qHTS. Thioredoxin reductase 1, cytoplasmic (Rattus norvegicus), O89049. purified TrxR1 substrate turnover, NADPH consumption readout. Potency, µM (doses to about 114 µM), for the others: at the top dose activity change, negative = substrate turnover. hit rate 0.01% among 390,000; further: potency means the concentration at half of the fitted maximal effect; on the % scale 0 is the no-effect control and ±100 the full control effect; nearly all actives have a fitted effect of over 50% in size
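Rat TrxR1, dispensed at 90 nM, was prereduced with 400 uM NADPH (final) for 5 min at ~22 deg C, then incubated with compound 15 min before 400 uM selenite. A first-read NADPH fluorescence drop versus no-compound background flagged substrates.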
D2 agonist = HTS Assay for Allosteric Agonists of the Human D2 Dopamine Receptor: Primary Screen for Agonists; hit rate 0.53% among 340,000; HEK293 T-REx D2 cells, calcium flux agonist mode; D(2) dopamine receptor (Homo sapiens), P14416; activation, % at 2 µM;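 active means activation over 3 SD above normal in the single-dose calcium agonist read, cut at about 30% in these data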; further: 0% is about no effect
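Agonism scored from kinetic calcium signal (1 read/sec, 180 s) following compound pin transfer, after a 10 s baseline. Cells: HEK293 Trex line expressing inducible D2 receptor coupled to calcium, dye-loaded after overnight culture at 30 C.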
* marks the source's active call; other numbers are inactive results; u = inconclusive; x = no result given; & = joins results of further samples; ! = not active in a repeat; [ ] = remark or other dose. Unless noted, the call rests on the fitted dose curve; in most records, active means well fitted inhibition curve with a large enough effect; inconclusive means small, poorly fitted or top-dose-only effect; inactive means no such curve, though single readings can be large or run the other way.

Every second line gives: IDH1 R132H inh	rTrxR1 inhibitor	TRHR PAM	PI4K2A inh	USP1 inh	D2 antagonist	TRHR agonist	TrxR1 substrate	D2 agonist
- COCCn1nnnc1SCC(=O)c1ccccc1
    5%	u	4	-4	5%	11	0.6	1%	-0.4
- C/C(=N\NC(=O)C1COc2ccccc2O1)c1cc2ccccc2o1 (centres undefined)
    -8%	-2%	2	-5	-22%	-14	0.3	-5%	-0.3
- CCn1cc(CNCc2c(C(=O)N3CCCCC3)nc3c(C)cccn23)cn1
    -6%	-1%[57.1 µM]	0	0	7%	-3	1.2	7%[57.1 µM]	0.8
- CSc1nccc(NC(=O)c2cccc(Br)c2)n1
    -1%	3%	19	3	-17%	-21	-0.4	-5%	0.4
- CCN(CC)c1ccc(NC(=O)CCS(=O)(=O)c2cccc3nsnc23)c(C)c1
    7%&-2%	79µM*!	8&-2	-1&7	u	8	-0.4&-0.2	-4%&-8%	1.3&1.5
- CC1CCc2nc3ncn(CC(=O)Nc4cccc(C#N)c4)c(=O)c3cc2C1 (centres undefined)
    9%	25%[57.1 µM]	2	-5	-10%	x	0.6	6%[57.1 µM]	-0.1
- C[C@@H](NC(=O)c1[nH]cnc1C(=O)Nc1cccc(Cl)c1)c1ccccc1
    -3%	0%	0	-4	-29%	8	0.6	25%	0.3
- CC(C(=O)Nc1cccc(Br)c1)c1ccc([N+](=O)[O-])cc1 (centres undefined)
    8%	5%	2	-1	-24%	-3	-0.6	0%	12
- Cc1ccc2c(c1)N(C(=O)NC1CCCCC1)C(C)(C)CC2C (centres undefined)
    -1%	3%	-1	0	-16%	-4	0.2	3%	0.4
- O=C(O)c1cccc(NC(=O)C2CC(=O)N(Cc3ccccc3)C2)c1 (centres undefined)
    5%	1%	7	-1	-10%	-3	0.2	-2%	0.2
- CC(=O)Nc1ccc(Cc2ccncc2)cc1
    -12%	0%	-7	6	-9%	-5	0.8	0%	-0.9
- O=C(COc1ccc(F)cc1)c1ccc2c(c1)CCCC2
    1%	9%	x	-2	3%	x	x	1%	x
- O=C(CSc1ncc(-c2ccccc2)[nH]1)Nc1cccc(O)c1
    -1%	17%	12	0	-2%	-8	-0.1	-1%	-0.3
- Cc1cc(C(F)F)n2nc(C(=O)Nc3cc(C)on3)nc2n1
    6%	0%	13	-9	-10%	-18	0.5	6%[57.1 µM]	0.3
- CS(=O)(=O)N(Cc1ccccc1)c1ccc(C(=O)Nc2cccnc2)cc1
    -3%	36%	-4	-3	-9%	-30	0.1	13%	-0.8
- COc1ccc(S(=O)(=O)N(C)CC(=O)N2CCN(c3ccccc3)CC2)cc1
    5%	29%[57.1 µM]	10	-3	-14%	13	-0.5	2%[57.1 µM]	0.0
- O=C(COC(=O)/C=C/c1ccc(F)cc1)Nc1ccc(Cl)cn1
    -3%	8%[57.1 µM]	0	-19	1%	6	0.2	7%[57.1 µM]	0.0
- Cc1c(NC(=O)CN2CC(C)OC(C)C2)c(=O)n(-c2ccccc2)n1C (centres undefined)
    9%&4%	-1%&11%	1	3&-1	-25%&8%	-2	0.1	4%	-0.4
- Cc1cc(NC(=O)c2n[nH]c(=O)c3ccccc23)ccc1Br
    8%	9%	9	-1	-17%	11	0.6	4%	1.3
- CN1C2C=C3C(C#N)=C(N)C(C#N)(C#N)C(c4ccc(Br)cc4)C3C1CC2 (centres undefined)
    -21%	-16%	7	-2	-18%	0	1.2	14%	0.1
- C/C(=N\NC(=O)c1cccc(S(=O)(=O)Nc2ccc(C)cc2C)c1)c1ccncc1
    1%	-11%	-4	-3	-17%	-7	-0.6	-5%	-0.4
- Cc1cc(C)n2nc(S(=O)(=O)NC(C)(C)C)nc2n1
    5%	24%[57.1 µM]	1	4	-17%	-7	0.2	11%[57.1 µM]	1.0
- CC(C)CCN1CCN(C/C=C/c2ccco2)CC1CCO (centres undefined)
    5%	u	1	1	-20%	-10	-0.2	-13%	-3.4
- COc1cccc(C2CC(=O)Nc3c2c(=O)[nH]c2nc4ccccc4n32)c1 (centres undefined)
    -1%	11%[11.4 µM]	0	4	-13%	x	-1.2	-4%	0.2
- Cc1ccc(CN2C(=O)c3ccccc3Sc3ccc(C(=O)NC4CCCC4)cc32)cc1
    -17%	10%[57.1 µM]	-5	-3	-5%	x	0.5	-1%[57.1 µM]	0.4
- O=C(NCc1ccco1)c1ccc2c(c1)C(=O)N(C1CCCCC1)C2=O
    0%	-15%	4	2	-5%	14	0.6	-3%	0.5
- C1CCCCCC(NCCN2CCNCC2)CCCCC1
    1%	6%[57.1 µM]	-4	1	-1%	-8	0.6	8%[57.1 µM]	0.3
- Cc1cccc(C)c1NC(=O)c1ccc(N2CCCC2=O)cc1
    -3%	24%	12	-2	1%	12	0.5	3%	-0.2
- O=C(N/N=C\c1ccc([N+](=O)[O-])o1)c1cncc(Br)c1
    5%	22µM*	7	-1	-15%	26	0.1	2%[57.1 µM]	-0.1
- O=C(O)c1ccc(Nc2c3ccccc3nc3ccccc23)cc1
    -2%	15%[57.1 µM]	-6	-3	-13%	-3	-0.4	113%[activator][57.1 µM]	-1.3

3 entries out of the list above, ordered by the value under TRHR agonist, highest first:
SMILES | rTrxR1 inhibitor | TRHR PAM | PI4K2A inh | USP1 inh | D2 antagonist | TRHR agonist | TrxR1 substrate
C1CCCCCC(NCCN2CCNCC2)CCCCC1 | 6%[57.1 µM] | -4 | 1 | -1% | -8 | 0.6 | 8%[57.1 µM]
O=C(N/N=C\c1ccc([N+](=O)[O-])o1)c1cncc(Br)c1 | 22µM* | 7 | -1 | -15% | 26 | 0.1 | 2%[57.1 µM]
O=C(O)c1ccc(Nc2c3ccccc3nc3ccccc23)cc1 | 15%[57.1 µM] | -6 | -3 | -13% | -3 | -0.4 | 113%[activator][57.1 µM]

The list continues:
Every second line gives: IDH1 R132H inh	rTrxR1 inhibitor	TRHR PAM	PI4K2A inh	USP1 inh	D2 antagonist	TRHR agonist	TrxR1 substrate	D2 agonist
- CC1(C)Cc2ccccc2C(CSc2ccccc2C(=O)O)=N1
    6%	22%[57.1 µM]	10	-1	-12%	-31	-0.5	-8%[57.1 µM]	-3.0
- COc1ccc(N2CCN(C(=O)c3cc(S(=O)(=O)N4CCCCCC4)cn3C)CC2)cc1
    -5%	16%[57.1 µM]	-2	1	-29%	x	0.1	1%[57.1 µM]	-0.6
- CC(C)N(C(=O)[C@H]1C[C@H](CC(=O)NCc2cccc(C(F)(F)F)c2)C(=O)N2CCc3c([nH]c4cc(-c5ccco5)ccc34)[C@]12C)C(C)C
    -8%[38.3 µM]	20%	x	-1	-25%	x	x	3%	x
- CCc1cc2cc3c(cc2nc1SCC(=O)Nc1cc(C)on1)OCO3
    -4%	-8%	-2	3	2%	32*	1.3	-5%	0.0
- CCCN(CCC)C(=O)c1c(C)[nH]c(C(=O)OCC)c1C
    x	x	-4	x	x	-6	0.1	x	0.5
- Cn1c(CCNC(=O)c2ccccc2F)nnc1SCc1nc2ccccc2c(=O)[nH]1
    -3%	-23%[57.1 µM]	-8	7	-9%	15	0.6	-9%[57.1 µM]	-0.2
- COc1ccccc1N1CCN(C2CC(=O)N(c3ccc(F)cc3)C2=O)CC1 (centres undefined)
    2%	26%	-4	-1	-18%	5	-0.2	12%	x
- Cc1cccc(C)c1NC(=O)COC(=O)CN1C(=O)C2CCCCC2C1=O (centres undefined)
    0%	9%	-1	-3	-20%	-13	-0.3	0%	-1.0
- Cc1ccc(NC(=O)COc2ccc(Cl)cc2Cl)cc1S(=O)(=O)N1CCOCC1
    3%	10%	-2	0	-12%	8	-2.0	-10%	-0.9
- CCNC(=O)OCC12CC3CC(CC(C3)C1)C2
    5%	-13%	-2	3	-3%	-7	0.5	-15%	0.5
- Cc1ccc(C(=O)N/N=C\c2ccc3c(c2)OCO3)cn1
    2%	-10%	13	-3	3%	-9	0.6	-13%	0.1
- Cc1cc(C)cc(NC(=O)C(=O)NCC(c2cccnc2)N2CCOCC2)c1 (centres undefined)
    3%	9%	1	1	-13%	x	-0.5	9%[11.4 µM]	-0.8
- COc1ccc(C(=O)N/N=C(/C)c2cccc(NC(=O)c3ccncc3)c2)cc1OC
    -7%	11%	8	3	-5%	6	0.4	-3%	0.3
- COCCNC(=O)c1ccccc1NS(=O)(=O)c1ccc(C)c([N+](=O)[O-])c1
    0%	-12%	7	-3	-4%	-11	0.3	-8%	0.1
- CC(=O)C1=C(NC(=O)c2ccccc2F)C[C@@H]2[C@H]1C2(C)C
    4%	-27%	-7	1	-24%	-8	2.4	11%[57.1 µM]	0.5
- CC1(C)Cc2c(C#N)c(NCCCO)nc(-c3ccccc3)c2CO1
    -5%	17%	11	3	5%	-14	0.6	16%	-0.8
- O=C(COc1ccc2ccccc2c1Br)NC(=S)Nc1cccc(CO)c1
    -2%	16%[57.1 µM]	1	-6	-26%	11	-0.4	8%[57.1 µM]	-1.0
- Cc1cc(C)cc(Nc2nc3cc(Cl)c(Cl)cc3nc2-n2nc(C)cc2C)c1
    -10%	1%	-2	2	6%	x	1.7	-5%	0.4
- CCn1c(=NC(=O)C2COc3ccccc3O2)sc2c(C)ccc(OC)c21 (centres undefined)
    2%	29%	-5	-19	-3%	-2	-1.0	18%	-0.4

Rows were taken by chance. About 3.9% of those tested had a hit in this group.
